# Screening results (PubChem)
# FXIIa inh = blocks human coagulation factor XIIa protease activity | P00748 | hit rate 0.3% among 220,000 | AID 800 | purified FXIIa, Boc-QGR-AMC fluorogenic substrate, 2 h | inhibition, % at 5 µM; in the data active = inhibition above about 40%;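 note: 0% = enzyme with no compound and 100% = blank without enzyme; many of its hits are not listed in these tables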
# Target sequence (P00748 20-372 limits assumed): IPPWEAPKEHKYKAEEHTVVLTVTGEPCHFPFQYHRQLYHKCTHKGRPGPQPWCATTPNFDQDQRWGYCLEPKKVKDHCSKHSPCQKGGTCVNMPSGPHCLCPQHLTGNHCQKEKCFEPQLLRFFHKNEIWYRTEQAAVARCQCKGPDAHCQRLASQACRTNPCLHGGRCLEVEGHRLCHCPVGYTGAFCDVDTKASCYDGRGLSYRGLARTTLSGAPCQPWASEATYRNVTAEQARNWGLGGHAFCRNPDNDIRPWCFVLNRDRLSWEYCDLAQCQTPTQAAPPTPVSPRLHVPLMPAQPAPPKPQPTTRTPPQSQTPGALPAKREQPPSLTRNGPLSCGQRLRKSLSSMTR
# Target sequence (P00748 373-615 limits assumed): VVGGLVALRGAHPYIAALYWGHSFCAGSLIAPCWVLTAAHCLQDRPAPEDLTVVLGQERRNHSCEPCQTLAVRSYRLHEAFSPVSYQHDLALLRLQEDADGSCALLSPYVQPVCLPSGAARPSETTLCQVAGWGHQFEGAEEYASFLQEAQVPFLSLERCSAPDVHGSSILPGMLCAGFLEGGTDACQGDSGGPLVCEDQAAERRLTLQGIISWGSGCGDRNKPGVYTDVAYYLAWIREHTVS
# PPC-1+TRAIL kill = PPC-1 cancer cell killing with TRAIL present; PPC-1 cells + TRAIL, ATPLite viability luminescence; cell killing (% activity), % at 4 µM; hit rate 0.41% among 220,000; AID 1443;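 active = cell killing above 50% in the first pass at 4 µM, then a duplicate retest at 5 µM averaging 50% or more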;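 note: plate controls were cells with TRAIL plus DMSO for no effect and medium-only wells lacking cells for full effect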
# FXIa inh 1536 = blocks human coagulation factor XIa protease activity | purified FXIa, Boc-Glu-Ala-Arg-AMC fluorogenic substrate | inhibition, % at 5 µM | hit rate 0.14% among 220,000 | AID 798;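 active = inhibition of at least 40%; inactive = inhibition below 40%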;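 note: fluorescence of freed AMC excited at 355 nm; 0% = enzyme without compound and 100% = no enzyme blank; many of its hits are not listed in these tables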
# EP2 antag = blocks the human prostaglandin E2 receptor EP2; C6 glioma cells expressing human EP2, cAMP TR-FRET; cells stimulated with saturating PGE2; inhibition, % at 25 µM; hit rate 0.52% among 260,000;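 active = percent inhibition above 40 after rounding to a whole number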;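 note: rat C6 glioma host cells with rolipram phosphodiesterase inhibitor present; the protocol text gives 20 µM as final concentration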
# Target sequence (P43116 whole entry, looked up): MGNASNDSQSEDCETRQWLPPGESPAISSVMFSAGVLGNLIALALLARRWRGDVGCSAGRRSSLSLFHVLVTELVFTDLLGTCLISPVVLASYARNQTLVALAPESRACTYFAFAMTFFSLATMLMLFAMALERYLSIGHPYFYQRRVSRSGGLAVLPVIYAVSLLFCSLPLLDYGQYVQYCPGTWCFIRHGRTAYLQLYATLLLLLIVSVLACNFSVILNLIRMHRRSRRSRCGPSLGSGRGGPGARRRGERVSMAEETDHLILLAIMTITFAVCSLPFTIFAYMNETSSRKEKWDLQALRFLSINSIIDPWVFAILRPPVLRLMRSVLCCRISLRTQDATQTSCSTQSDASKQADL
# CHOP inhibitor = inhibitors of CHOP induction in ER stress response; CHO-K1 CHOP-promoter luciferase, tunicamycin-induced, 15-18 h; hit rate 3.8% among 220,000; inhibition, % at 10 µM;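 active = compounds that reduced the stress-induced luciferase reporter signal by more than about 70% of percent inhibition, limit read from the data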;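 note: 0% = tunicamycin plus vehicle and 100% = wells without tunicamycin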
# TNF death inh = inhibitors of TNF-alpha induced necroptosis in Jurkat FADD-/- cells; Jurkat FADD-/- TNF necroptosis rescue, ATP luminescence, 24 h; 0 = TNF only, 100 = no-TNF cells; activation (protection from cell death), % at 10 µM; hit rate 0.068% among 220,000; AID 463075;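 active = activation, meaning protection from cell death, of at least 50% relative to plate controls; inactive = activation below 50%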;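 note: necroptosis triggered by 40 ng/mL TNF-alpha added together with compound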
# Wee1 degr inh = inhibitors of human Wee1 degradation | HeLa Luc-Wee1K328M stability, luciferase luminescence; 100% = proteasome inhibitor MG132 effect | reporter increase, % at 5 µM | hit rate 1.2% among 220,000 | AID 1321;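 active = activation above the mean of all tested compounds plus 3 SD, set per screening run, cut at about 8.8% in these data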;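 note: cells exposed to compound for 20 h before luminescence read; 0% = DMSO alone and 100% = MG132 at 30 µM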
# TbHK1 inh = blocks Trypanosoma brucei hexokinase 1 activity. AID 1430. hit rate 0.11% among 220,000. inhibition, % at 10 µM. recombinant TbHK1, G6PDH-coupled NADH A340;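 active = inhibition of 50% or more in the single-dose primary screen; inactive = inhibition below 50%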
# L929 necroptosis = blocks zVAD induced death of L929 cells | L929 zVAD necroptosis rescue, ATP luminescence, 24 h; with zVAD 60 µM | viability rescue, % at 10 µM | hit rate 0.38% among 220,000 | AID 1377;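 active = activation, scaled between plate controls, above about 75%, limit read from the data; inactive = activation under that limit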;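 note: 0% = zVAD with DMSO and 100% = DMSO alone without zVAD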
# Starred values were filed as active, the others as inactive; . = not tested or not shown; & = joins results of further samples. Not all compounds are listed, so the mix of outcomes need not match the whole.
1) CCC(C)Sc1nc2c(cnn2-c2ccc(C)cc2)c(=O)[nH]1 (stereo not given)
2) Cn1c(N)c(C(=O)COC(=O)C2CCN(S(=O)(=O)c3cccs3)CC2)c(=O)n(C)c1=O
3) COc1cc(-c2nn3c(-c4cccc(C)c4)nnc3s2)cc(OC)c1OC
4) COCCn1nnnc1C(c1cccc(C(F)(F)F)c1)N1CCOCC1 (stereo not given)
5) CCS(=O)(=O)n1nc(-c2ccco2)nc1SC
6) CCCSc1nc(O)c(C2OC(=O)c3c2ccc(OC)c3OC)c(=O)n1C (stereo not given)

entry no.,1,2,3,4,5,6
FXIIa inh,3,8,19,15,2,17
PPC-1+TRAIL kill,12,3,4,-1,11,3
FXIa inh 1536,2,-2,4,8,-2,1
EP2 antag,11,7,5,18,7,5
CHOP inhibitor,27,4,-1,-12,-13,2
TNF death inh,-1.4,-0.4,-5.8,-1.5,-0.1,0.8
Wee1 degr inh,-1,1,2,2,4,-2
TbHK1 inh,-8,3,-19,-5,-11,12
L929 necroptosis,4.2,-0.1,0.7,-0.6,0.0,0.2

7) CS(=O)(=O)c1cnc2c(-c3ccsc3)cnn2c1N
8) Cc1c(-c2ccc(Br)cc2)nc2ccccn12
9) O=C(OCc1ccc(Cl)c(Cl)c1)c1ccccn1
10) CCn1cc(CNC(=O)CC2C(=O)NCCN2CC(c2ccccc2)c2ccccc2)cn1 (stereo not given)
11) CCCCn1nnnc1SCC(=O)Nc1ccc(C)cc1
12) CCOc1ccc(NC(=O)C2=C(C)C(=O)OC23CCC(C)CC3)cc1 (stereo not given)

entry no.,7,8,9,10,11,12
FXIIa inh,3,6,3,8,23,4
PPC-1+TRAIL kill,43,20,-14,3,-6,-1
FXIa inh 1536,-3,3,1,-2,7,2
EP2 antag,11,9,8,0,9,9
CHOP inhibitor,-16,34,32,1,27,46
TNF death inh,-0.5,-2.8,2.6,-0.4,1.4,0.3
Wee1 degr inh,1,6,2,-1,-1,-2
TbHK1 inh,-19,-10,3,-2,0,1
L929 necroptosis,72,0.3,-0.1,-0.2,-0.1,1.6

13) CCOc1c(Cl)cc(CNc2ccc(N3CCCC3)cc2)cc1OC
14) CC(C)CN(C(=O)COC(=O)c1ccc(-c2ccccc2)cc1)C1CCS(=O)(=O)C1 (stereo not given)
15) CCCCNC(=O)C(C#N)c1nc2ccccc2nc1N1CCCC1 (stereo not given)
16) CCOc1cc(C(=O)Nc2ccc(S(=O)(=O)NC3=NCCCCC3)cc2)cc(OCC)c1OCC
17) Cc1c(C#N)c2ccccc2n1CCOc1ccccc1F
18) COc1ccc(C(=O)Cn2nc(CNc3ccc(Br)cc3)[n+]3c2CCCCC3)cc1

entry no.,13,14,15,16,17,18
FXIIa inh,-6,9,4,10,1,0
PPC-1+TRAIL kill,-2,-5,-5,20,-15,20
FXIa inh 1536,-4,2,0,-3,-11,-6
EP2 antag,11,6,.,9,22,7
CHOP inhibitor,2,-3,-5,42,61,0
TNF death inh,-9.5,1.2,1.4,1.0,-1.0,0.8
Wee1 degr inh,-2,-2,3,-1,0,4
TbHK1 inh,7,-7,7,2,-3,12
L929 necroptosis,-0.7,0.1,3.2,-0.2,0.2,3.8

19) Cc1ccc(S(=O)(=O)NC(C)(C)CSc2nncn2N)cc1
20) Cc1ccc(C(=O)NC(N(C)C)C(Cl)(Cl)Cl)cc1 (stereo not given)
21) COc1ccc(N(C(C)=O)C2C=CS(=O)(=O)C2)c(OC)c1 (stereo not given)
22) O=c1[nH]c(=S)[nH]c(O)c1N=Nc1ccc(-c2ccccc2)cc1[N+](=O)[O-]
23) COc1ccccc1NC(=O)Nc1ccnn1Cc1cccs1
24) Cc1cccc(/C=N/NC(=O)Cn2nnnc2N)n1

entry no.,19,20,21,22,23,24
FXIIa inh,4,.,7,9,3,10
PPC-1+TRAIL kill,-11,9,31,12,2,-15
FXIa inh 1536,0,0,-2,1,-7,-1
EP2 antag,22,7,4,3,10,2
CHOP inhibitor,43,17,-4,102*,-3,-9
TNF death inh,-1.4,-0.1,0.1,-7.1,-2.7,3.8
Wee1 degr inh,0,4,-2,0,3,6
TbHK1 inh,-14,7,-4,5,-1,-2
L929 necroptosis,-0.1,2.4,-0.4,0.4,-0.3,1.1

25) COc1cccc(OCC(O)CO)c1 (stereo not given)
26) CCOc1ccc(NC(=S)N2CCN(c3ccc(N4CCOCC4)nn3)CC2)cc1
27) Cc1cc(C)c2c(=O)[nH]n(C3CCCCCC3)c2n1
28) C[C@@H]1NC(=O)[C@H](CCCN=C(N)N)NC(=O)c2cc([N+](=O)[O-])cc(I)c2NCCC[C@@H](C(N)=O)NC1=O
29) Cc1ccc(-n2[nH]c(=O)c3cccnc32)cc1
30) Cc1ccc(-c2noc(CCC(=O)NC3CCCc4ccccc43)n2)cc1 (stereo not given)

entry no.,25,26,27,28,29,30
FXIIa inh,9,21,1,-3,-3,13
PPC-1+TRAIL kill,-15,-3,0,38,14,9
FXIa inh 1536,-3,9,-6,-5,-10,2
EP2 antag,9,3,4,-1,6,10
CHOP inhibitor,30,-4,9,0,-16,66
TNF death inh,-0.8,-0.8,0.3,-0.3,-2.1,0.5
Wee1 degr inh,6,5,2,0,-1,0
TbHK1 inh,-3,4,-3,-3,-9,5
L929 necroptosis,-0.4,-1.0,0.9,-0.5,-0.2,0.7

31) O=c1ccn(-c2cccc(C(F)(F)F)c2)nc1-c1ccn(-c2ccccc2)n1
32) O=C(NCCCN1CCCC1)c1cc(Sc2ccc(F)cc2)nc2ccccc12
33) C=CCN1/C(=C(\C#N)C2=NS(=O)(=O)c3ccccc32)N(C)c2ccccc21
34) COCc1nnc(NS(=O)(=O)c2ccccc2)s1
35) O=C(NC(Cc1c[nH]c2ccccc12)C(=O)NCc1ccc(F)cc1)OCc1ccccc1 (stereo not given)
36) COc1ccc(N(CC(=O)NCCC2=CCCCC2)S(=O)(=O)c2c(C)[nH]c(=O)[nH]c2=O)cc1

entry no.,31,32,33,34,35,36
FXIIa inh,6,3,14,9,9,10
PPC-1+TRAIL kill,-7,8,26,16,6,14
FXIa inh 1536,3,-4,-12,-7,3,5
EP2 antag,12,6,6,11,7,3
CHOP inhibitor,25,-3,8,23,42,-12
TNF death inh,-4.1,3.6,-2.1,-2.7,1.7,1.2
Wee1 degr inh,0,5,1,0,-1,2
TbHK1 inh,-8,-18,-33,6,37,1
L929 necroptosis,-0.2,6.4,-1.2,0.0,1.4,0.3

37) CC1(C)CC(=O)C(=CN2CCOCC2)C(=O)C1
38) Cn1nc(-c2ccc(Cl)cc2)cc1NC(=O)CC(C)(C)CC(=O)O
39) CCCCC(=NCCO)C1=C(O)C(C(=O)OC)C(C)(C)CC1=O (stereo not given)
40) Cc1nn(CCc2nn[nH]n2)c2nc(-c3ccc(Br)cc3)cc(C(F)(F)F)c12
41) Clc1ccc(SCCOCCN2CCc3ccccc3C2)cc1
42) COC(=O)CSC(C)C(=O)Nc1nnc(C(C)C)s1 (stereo not given)

entry no.,37,38,39,40,41,42
FXIIa inh,11,3,2,41*,1,7
PPC-1+TRAIL kill,26,13,-1,8,5,28
FXIa inh 1536,-3,0,-2,27,-5,-2
EP2 antag,3,9,19,22,9,3
CHOP inhibitor,38,17,4,32,-14,16
TNF death inh,-0.2,0.3,-1.1,1.0,1.6,-0.3
Wee1 degr inh,1,4,-3,-2,0,1
TbHK1 inh,-3,-14,-6,-1,10,2
L929 necroptosis,2.3,-0.5,0.6,5.8,-0.3,2.0

43) O=C(Nc1ccc(S(=O)(=O)Nc2nccs2)cc1)c1cc(-c2ccccc2Cl)nc2ccccc12
44) Cc1cc(C)nc(NC2=NC3CCCCC3N2)n1 (stereo not given)
45) CCOC(=O)Nc1nnc(CCc2ccccc2)s1
46) Cc1ccc(-c2nnn(CC(=O)Nc3cccc4cccnc34)n2)o1
47) Cc1cc(C)cc(-n2nnc(C(=O)NCc3ccco3)c2N)c1
48) COc1ccc(NC2=C(C(C)=O)C(c3ccc(OC)c(OC)c3)C(C(C)=O)C(C)(O)C2)cc1 (stereo not given)

entry no.,43,44,45,46,47,48
FXIIa inh,6,-5,19,11,5,9
PPC-1+TRAIL kill,6,11,-3,20,8,11
FXIa inh 1536,-8,-4,15,9,5,1
EP2 antag,.,20,11&7,14&16,5,10
CHOP inhibitor,24,4,8,5,-9,4
TNF death inh,-4.9,0.9,-2.3,-2.9,0.3,-1.5
Wee1 degr inh,0,-2,0,2,0,1
TbHK1 inh,-2,9,-2,4,-1,-31
L929 necroptosis,0.0,-0.7,-0.1,0.2,-0.2,-0.1

# Whole records as entered above. Order of values: FXIIa inh	PPC-1+TRAIL kill	FXIa inh 1536	EP2 antag	CHOP inhibitor	TNF death inh	Wee1 degr inh	TbHK1 inh	L929 necroptosis
# COc1ccccc1NC(=O)Nc1ccnn1Cc1cccs1 in the list: 3	2	-7	10	-3	-2.7	3	-1	-0.3
# COc1ccc(NC2=C(C(C)=O)C(c3ccc(OC)c(OC)c3)C(C(C)=O)C(C)(O)C2)cc1 (stereo not given) in the list: 9	11	1	10	4	-1.5	1	-31	-0.1
# O=C(NC(Cc1c[nH]c2ccccc12)C(=O)NCc1ccc(F)cc1)OCc1ccccc1 (stereo not given) in the list: 9	6	3	7	42	1.7	-1	37	1.4
# Cc1ccc(S(=O)(=O)NC(C)(C)CSc2nncn2N)cc1 in the list: 4	-11	0	22	43	-1.4	0	-14	-0.1
# Cc1cccc(/C=N/NC(=O)Cn2nnnc2N)n1 in the list: 10	-15	-1	2	-9	3.8	6	-2	1.1

# The results go on:
49) COc1ccc2cnn(-c3ccccc3C)c(=O)c2c1OC
50) CCn1c(CNc2nc3ccccc3n2C(C)C)nc2ccccc21
51) Cn1cc(Cl)c(C(=O)NNC(=S)NCc2ccco2)n1
52) CCOC(=O)N1CCN(C(=O)c2cccn3c(=O)c4sccc4nc23)CC1
53) CCOC(=O)c1ccc(NC(=O)c2cc3c(s2)CCC3)cc1
54) COC(=O)CSc1nnc(-c2ccc3c(c2)OCO3)n1C

entry no.,49,50,51,52,53,54
FXIIa inh,4,-5,2,1,8,20
PPC-1+TRAIL kill,33,-6,9,25,3,12
FXIa inh 1536,5,-3,-2,-6,-1,7
EP2 antag,10,10&8,3,4,8,7
CHOP inhibitor,-9,32,-1,14,8,-3
TNF death inh,2.0,-0.9,0.6,-1.6,-0.4,0.3
Wee1 degr inh,-2,0,-3,10*,-1,-1
TbHK1 inh,-4,9,-2,-32,-20,-4
L929 necroptosis,1.7,-0.4,1.9,-0.2,-0.3,0.1

55) CCOc1ccc(C(=O)N2CCCCCC2)cc1
56) CCOC(=O)N1CCc2c(sc(NC(C)=O)c2C(N)=O)C1
57) CC(=NCc1ccncc1)C1=C(O)c2ccccc2C1=O
58) CCO[C@H]1OC(C(=O)N2CCN(Cc3ccc4c(c3)OCO4)CC2)=C[C@@H](c2cn(C(C)=O)c3ccccc23)[C@@H]1CCCO
59) COc1ccc2c(c1)c1nnc(SC)nc1n2C
60) N#Cc1cc(C(=O)Cc2ccccc2)c[nH]1
61) Cc1ccc(C(=O)Nc2ccc3c(c2)CCC3)o1
62) O=C(C1=C[C@@H](c2ccc(Br)cc2)C[C@@H](OCc2ccc(CO)cc2)O1)N1CCN(Cc2ccc3c(c2)OCO3)CC1

entry no.,55,56,57,58,59,60,61,62
FXIIa inh,4,.,17,4,22,12,23,13
PPC-1+TRAIL kill,18,.,50*,-7,-10,16,47,4
FXIa inh 1536,3,.,4,-3,7,1,19,2
EP2 antag,15,11,8,.,16,5,0,9
CHOP inhibitor,17,.,-12,48,18,4,16,6
TNF death inh,-0.7,0.5,-0.8,-0.3,-1.3,0.4,-3.6,-2.4
Wee1 degr inh,0,-2,-2,2,-2,-1,3,-3
TbHK1 inh,-6,-6,-30,-23,-1,2,6,-10
L929 necroptosis,0.0,-0.3,0.2,1.5,0.6,0.1,58,-0.1
